High-throughput results (PubChem BioAssay)
Cav3 T inh: Cav3.2 calcium influx blockers – cell-based, Fluo-4 calcium fluorescence, FDSS, MLSMR library, primary screen. 4% of 100,000 active. B-score at 10 µM. Cav3.2-expressing cells; stronger effect = lower value;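 active means single-dose well whose peak fluorescence ratio is a statistical outlier from its plate by either plate-standardised score or position-corrected B-score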
* hit, by the source's call. Not all compounds are listed (hit frequency here may not be typical).

SMILES | Cav3 T inh
Cc1ccccc1-c1nc(CS(=O)(=O)CC(=O)NCCN2CCOCC2)c(C)o1 | 0.094
O=C(c1cc2ccccc2o1)n1nnc2ccccc21 | -0.73
Cc1sc2nc(SCc3nnc(-c4cccs4)o3)n(C3CCCC3)c(=O)c2c1C | -3.5
CCc1ccc(NC(=O)CC2C(=O)N(c3cccc(C)c3)C(=O)N2C2CC2)cc1 (configuration not stated) | -0.2
Cc1ccc(SCc2[nH]nc3c2C(c2cccnc2)C(C#N)=C(N)O3)cc1 (configuration not stated) | 1.3
Cc1ccc(C(=O)N2CCC3(CC2)Oc2ccc(F)cc2C(=O)C32CC(c3cccnc3)=NO2)s1 (configuration not stated) | -0.042
CC(=O)c1cc(NC(=O)c2ccc(C)cc2)c(=O)oc1/C=C/N(C)C | -3.1
CC(C)OC(=O)CSc1nnc(-c2ccc(O)cc2)n1Cc1ccccc1 | -1.3
CCC(C)NC(=O)c1ccccc1NC(=O)COc1ccc(OC)cc1 (configuration not stated) | -0.91
O=C(Cc1ccc(S(=O)(=O)N2CCOCC2)s1)Nc1ccc2c(c1)CCC2 | -6.1*
CC(C)Cc1cc(C(=O)O)n[nH]1 | -0.21
COc1ccc(/C=N/NC(=O)c2ccn[nH]2)cc1COc1ccc(F)cc1 | -0.24
O=C1CC(c2ccco2)Cc2nc(NCC3CCCO3)ncc21 (configuration not stated) | -0.85
O=c1cc(/C=C/c2cccs2)[nH]c2ccccc12 | 1.4
COc1cccc(CNC(=O)C23CN(Cc4ccccc4)CC2C(c2ccc([N+](=O)[O-])cc2)=NO3)c1 (configuration not stated) | -1.6
C=CCOc1ccc(C2N3CC4(C)CN2CC(CCC)(C3)C4=O)cc1 (configuration not stated) | -0.84
Cc1ccc(S(=O)(=O)N2CCC(O)(c3cccnc3)CC2)cc1 | -2.5
Cc1cccc(-c2nc(C#N)c(N3CCCCCC3)o2)c1 | -1.6
CC(Cc1ccccc1)NC(=O)C1(c2ccccc2)CCOCC1 (configuration not stated) | 1
O=C1CCC(c2ccc(-n3ccnc3)cc2)=NN1 | 0.47
O=C(Nc1ncnc2c1CCC2)C12CC3CC(CC(C3)C1)C2 | 0.052
O=C(/C=C/c1ccc(-c2ccccc2[N+](=O)[O-])o1)c1ccc(F)cc1 | -1.6
CC(C)(C)C1CCc2onc(C(=O)Nc3cnn(Cc4ccc(F)cc4)c3)c2C1 (configuration not stated) | -0.9
CCCNS(=O)(=O)c1ccc(CCC(=O)N2CCN(c3ccc(OC)cc3)CC2)cc1 | 0.4
CC(=O)Nc1ccc(NS(=O)(=O)c2cn(C)c(=O)n(C)c2=O)cc1 | 1.4
The listing continues:
SMILES | Cav3 T inh
NC(=O)CSc1nnc(C2CC2)n1Cc1ccccc1 | 0.73
CCc1ccc(/C=N/NC(=O)c2cc(C3CC3)nc3ccccc23)s1 | -1.1
CCOc1ccc(-c2cc(CCCC(=O)NCc3ccco3)no2)cc1 | -0.6
COc1ccc(C2C(CC(=O)O)=C(O)C(=O)N2c2ccccc2)cc1 (configuration not stated) | 0.081
COc1cccc(CNC(=O)Cn2nc(-c3ccc(Cl)cc3)ccc2=O)c1 | -2.6
O=C(Nc1ccccc1)c1cc(S(=O)(=O)N2CCOCC2)cs1 | -1.1
Cc1ccc(C(=O)N2CCN(c3cc4c(cc3[N+](=O)[O-])n(C)c(=O)n4C)CC2)cc1 | 0.9
Cc1cc(C)cc(OCC(=O)N2CCCCCC2)c1 | -0.87
Cc1ccc(-c2nnc(Cc3ccc(Cl)cc3)o2)cc1 | -0.016
COc1ccc(C(c2nnnn2C2CCCC2)N2CCC(C)CC2)cc1 (configuration not stated) | -4.4*
COC(=O)CSc1nnc(C2COc3ccccc3O2)n1-c1ccccc1 (configuration not stated) | 0.011
COc1ccc(OCc2n[nH]c(=S)o2)cc1 | 0.7
Cc1cccc(N(CC(O)CON=C2c3ccccc3-c3ccccc32)S(C)(=O)=O)c1 (configuration not stated) | -0.31
CCOC(=O)c1c(C)nc2c(C#N)cnn2c1C | 0.15
COc1cc(C2C(C(C)=O)=C(O)C(=O)N2c2ccc(C)cc2)ccc1O (configuration not stated) | 0.24
CC(C)C(c1nnnn1CC1CCCO1)N1CCN(Cc2ccc3c(c2)OCO3)CC1 (configuration not stated) | 0.59
CCOc1ccccc1C(=O)Nc1ccccc1O | -0.9
COc1ccc(-c2ccc(=O)[nH]n2)cc1 | -0.096
Cc1ccc(C)c(S(=O)(=O)N2CCC(c3nc4c(nnn4Cc4ccc(F)cc4)c(=O)[nH]3)CC2)c1 | -0.29
Cc1cc(C)nc(N2CCC(CNC(=O)CCc3ccccc3)CC2)n1 | -0.038
CCN1C(=O)CC(NCc2ccc3c(c2)OCO3)C1=O (configuration not stated) | -1.1
O=C(CSc1cn(CCNC(=O)c2cccs2)c2ccccc12)NC1CCCC1 | -0.29
C[N+]1(CCOS(=O)C23CC4CC(CC(C4)C2)C3)CCOCC1 (configuration not stated) | 1.4
COc1cc(-c2nnc(SCC(=O)Nc3cc(C)on3)n2C)cc(OC)c1O | 0.87
Cc1ccc(COCC(CC(C)C)N2CCN(C(=O)c3cccc(C(F)(F)F)c3)CCC2=O)cc1 (configuration not stated) | -1.3

Entries shown so far with a nitro group on carbon (3):
SMILES | Cav3 T inh
COc1cccc(CNC(=O)C23CN(Cc4ccccc4)CC2C(c2ccc([N+](=O)[O-])cc2)=NO3)c1 (configuration not stated) | -1.6
O=C(/C=C/c1ccc(-c2ccccc2[N+](=O)[O-])o1)c1ccc(F)cc1 | -1.6
Cc1ccc(C(=O)N2CCN(c3cc4c(cc3[N+](=O)[O-])n(C)c(=O)n4C)CC2)cc1 | 0.9

(further entries)
SMILES | Cav3 T inh
Cc1ccc(SCc2cn3cccnc3n2)cc1 | 0.44
O=C(CSc1nc(-c2ccccc2)cc(=O)[nH]1)Nc1ccccn1 | 0.035
CCCN(CCC)S(=O)(=O)c1ccc(C(=O)NCc2ccc3c(c2)OCO3)cc1 | -0.59
CCc1nnc(NC(=O)CSc2nnc(C)n2CC2CCCO2)s1 (configuration not stated) | 0.57
Cc1ccccc1N1CCN(Cc2cccc(C(=O)O)c2)CC1 | -0.049
CCN(CC)C(=O)CN(c1cccc(C(F)(F)F)c1)S(C)(=O)=O | 1.1
COc1cccc(C(=O)c2c[nH]c(C(=O)NCc3ccco3)c2)c1 | -0.71
O=C(/C=C/c1ccc(O)c(O)c1)OCCc1ccccc1 | -1.3
N#Cc1cccc(NC(=O)Nc2cccs2)c1 | -0.39
O=C(CCCOc1ccccc1)Nc1cccnc1 | -0.33
Cc1ccc(C)c(NS(=O)(=O)c2cc(C(N)=O)ccc2C)c1 | -0.01
Cc1ccc(NC(=O)Cn2cccc2)cc1Cl | 0.00023
Cc1cc(N2CCN(C(=O)c3ccco3)CC2)n2ncc(-c3ccccc3)c2n1 | 2.6
CCOC(=O)CN1C(=O)N[C@@H](c2cccc(F)c2)C(C(=O)OC)=C1C | -1.2
O=C(CN(C(=O)CCC(=O)Nc1nccs1)c1ccc(F)cc1)NCC1CCCO1 (configuration not stated) | -0.12
COCN(C#N)c1nc(OC)nc(OC)n1 | -0.76
O=C(Nc1ccccn1)c1cccc(S(=O)(=O)N2CCOCC2)c1 | 0.95
CCCc1cc(=O)oc2cc(OCC(=O)Nc3ccc4c(c3)OCCO4)ccc12 | 0.084
CCCCC(CC)C(=O)Nc1ccc(Cl)cn1 (configuration not stated) | -2.5
CCOC(=O)c1oc2c(O)c(O)ccc2c(=O)c1-c1nncn1-c1ccccc1 | 0.37
COC(=O)C1=C(C)N(C)C(=O)NC1c1cc(Cl)c(O)c(OC)c1 (configuration not stated) | 0.78
CCN1CCN(c2oc(COc3ccc(-c4ccccc4)cc3)nc2C#N)CC1 | 0.98
CCOC(=O)C(Cc1c[nH]c2ccccc12)NC(=O)c1ccco1 (configuration not stated) | -0.025
O=C(NC1CC1)C1=C[C@@H](c2csc3ccccc23)C[C@@H](OCc2ccc(CO)cc2)O1 | -0.031
COc1ccc(NC(=O)CSc2nc(N)c3cc4c(nc3n2)CCCC4)c(OC)c1 | 0.15

For convenience, two of the compounds above.
SMILES | Cav3 T inh
O=C(NC1CC1)C1=C[C@@H](c2csc3ccccc23)C[C@@H](OCc2ccc(CO)cc2)O1 | -0.031
COc1ccc(NC(=O)CSc2nc(N)c3cc4c(nc3n2)CCCC4)c(OC)c1 | 0.15

Going on with the list:
SMILES | Cav3 T inh
Cc1cc2c(cc1C)/C(=C\C(N)=O)NC(C)(C)C2 | -0.017
COc1ccc2nc(Nc3nc(CSc4nnnn4-c4ccccc4)cc(=O)[nH]3)nc(C)c2c1 | -0.51
CCOCC(=O)Nc1nnc(Cc2ccc(OC)cc2)s1 | 0.081
CC(OC(=O)c1cc2sccc2n1C)C(=O)NCc1ccc(F)cc1 (configuration not stated) | -1.4
O=C1CC(Sc2nnnn2-c2ccccc2)C(=O)N1c1cccc(Cl)c1 (configuration not stated) | 0.091
CC(=O)N(C)c1ccc(NC(=S)Nc2ccccc2)cc1 | 0.17
CCN1C(=O)CC(N2CCN(c3ccc(Cl)cc3)CC2)C1=O (configuration not stated) | -0.22
C(#CCN1CCOCC1)COCCCOC(c1ccccc1)c1ccccc1 | -1
O=C(CSCc1nc2ccccc2[nH]1)Nc1ccccc1 | 1.3
CCOc1ccc2nc(N/C(N)=N/C(=S)Nc3cccc(C)c3)nc(C)c2c1 | -5.5*
Cc1c(CN(C)C(=O)c2ccc(Br)o2)cnn1C | 0.13
CC(O)c1nc2ccccc2n1C1CCCCC1 (configuration not stated) | 0.24
CCOC(=O)Cc1csc(NC(=O)CSc2nnnn2-c2ccc(CC)cc2)n1 | -5.4*
Brc1ccc(Sc2cnc3ccccc3n2)cc1 | 0.025
C[C@@H](NC(=O)c1coc(=O)c(Br)c1)c1ccccc1 | 1.9
COc1ccc(C2/C=C\CN(C(=O)Oc3ccccc3)CC(=O)N2Cc2ccc(F)cc2)cc1 (configuration not stated) | -0.98
COc1ccc(CCNC2CC(=O)N(CCc3ccccc3)C2=O)cc1OC (configuration not stated) | 0.39
C=CCN1C=C2C(=O)C(C)(OC(=O)CC)C(=O)C=C2C=C1CCCC (configuration not stated) | 0.96
COc1ccccc1C1C=C(c2ccc(Cl)cc2)Nc2nc(NS(C)(=O)=O)nn21 (configuration not stated) | -0.91
O=C(Nc1ccc2c(c1)OCO2)N1CCN(c2cccc(C(F)(F)F)c2)CC1 | -4.4
O=C(O)CC(NC(=S)NCc1ccccc1)C(=O)O (configuration not stated) | 0.15
Cc1cccc(C2(c3cccc(C)c3)OC(=O)c3ccccc32)c1 | -3.6
Cc1cccc(N(C(=O)c2cnc3n(c2=O)CCS3)C2CCCCC2)c1 | 1.8
CCC(Oc1ccccc1)C(=O)NCc1cccnc1 (configuration not stated) | 1.2
Cc1ccc(C)c(OC(=O)c2ccncc2)c1 | 0.011
More compounds
SMILES | Cav3 T inh
CCOC(=O)c1ccc(NC(=O)NC2CCN(CC(=O)NCc3ccc4c(c3)OCO4)CC2)cc1 | 1.7
Cc1ccnc2c(N3C(=O)C4C5c6ccccc6C(c6ccccc65)C4C3=O)cccc12 (configuration not stated) | -3.7
O=C(NCc1ccco1)C1CCN(Cc2ccc(F)cc2)CC1 | -0.21
CCN(CC)S(=O)(=O)c1csc(C(=O)NC2CCCCC2)c1 | 0.33
CCOc1ccc(S(=O)(=O)n2ccnc2)c2ccccc12 | 0.11
Cc1cccc(NC(=O)CN(C)S(=O)(=O)c2ccc(Cl)cc2)n1 | -0.0037
CCOC(=O)c1cnc(-n2nc(C)cc2C)nc1Nc1ccc(N(C)C)cc1 | -4
COc1cc(O)c(CCO)c2c1C(=O)C[C@@H](C)O2 | 0.22
Cc1csc(=Nc2ccc(S(=O)(=O)N3CCOCC3)cc2)n1Cc1ccco1 | -2.9
C=CCSc1nnc(Cc2c(C)[nH]c3ccccc23)o1 | -2
COCCCNC(=O)C1CCCN(C(=O)Nc2ccc(OC)cc2)C1 (configuration not stated) | -0.12
COc1cc(C)nc(NS(=O)(=O)c2ccccc2)n1 | 0.36
Cc1ccc(-n2nc3cc(C)c(NC(=O)c4cccnc4)cc3n2)cc1 | 0.69
O=C(c1cccc(OC(F)F)c1)N1CCN(c2ncccn2)CC1 | -0.0007
Cc1nn(-c2ccccc2)c2c1C(=O)NC(=O)C(C)(C)C2 | 0.034
COc1ccccc1Nc1nc(-c2ccc([N+](=O)[O-])cc2)nc2ccccc12 | -1.2
CCn1c(=O)cc(SCC(=O)Nc2cccnc2)c2ccccc21 | -0.25
CCOC(=O)N1CCN(c2cc(N3CCN(CC)CC3)c(F)cc2[N+](=O)[O-])CC1C (configuration not stated) | 0.88
OC1CCN(c2c3c(nc4cc(-c5cccc(F)c5)nn24)CCCC3)CC1 | -0.093
COc1ccc(CC(=O)Nc2cccc(-c3nnc(-c4ccco4)o3)c2)cc1 | -0.046
FC(F)(F)c1cc(-c2ccccc2)nc(NCC2CCCO2)n1 (configuration not stated) | -0.66
CCn1c(SCC(=O)OC)nnc1-c1ccncc1 | 0.019
NC(=O)/C(=N\OC(=O)c1ccco1)c1nc(-c2ccc(Br)cc2)cs1 | -0.8
Cc1ccc(C(=O)OCC(=O)Nc2ncc(Cl)cc2Cl)cc1NC(=O)c1ccco1 | 0.38
C=CCNC(=O)C1CCN(S(=O)(=O)c2ccc(Br)cc2)CC1 | 0.46

5 of the entries above in order of their number in Cav3 T inh, ascending.
structure | Cav3 T inh
CCOC(=O)c1cnc(-n2nc(C)cc2C)nc1Nc1ccc(N(C)C)cc1 | -4
CCn1c(=O)cc(SCC(=O)Nc2cccnc2)c2ccccc21 | -0.25
COc1ccc(CC(=O)Nc2cccc(-c3nnc(-c4ccco4)o3)c2)cc1 | -0.046
O=C(c1cccc(OC(F)F)c1)N1CCN(c2ncccn2)CC1 | -0.0007
CCOC(=O)N1CCN(c2cc(N3CCN(CC)CC3)c(F)cc2[N+](=O)[O-])CC1C (configuration not stated) | 0.88
